High-throughput results deposited in PubChem by several laboratories.
TROY NFkB inh: TROY signaling inhibition; Q293 LMP1-TROYcd NF-kB luciferase reporter, 4 h; 0.98% of 360,000 active; AID 1347056; inhibition, % at 10 µM;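 active means compounds whose plate-normalised and pattern-corrected inhibition of the luciferase reporter signal at the single screening dose is 50% or more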
Granule exo inh: lytic granule exocytosis inhibition | TALL-104 LAMP-1 surface exposure, flow cytometry; cells stimulated with thapsigargin and PMA | inhibition, % at 10 µM | 0.66% of 360,000 active;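 active means inhibition above about 55%, limit read from the data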
NR2F2 inh: NR2F2 (human) inhibition, primary screen; P24468; HEK293T NGFI-A luciferase reporter, luminescence; inhibition, % at 8.6 µM; 0.7% of 370,000 active;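 active means inhibition above a per-plate cutoff, mean inhibition of test wells between control levels plus 3 SD, cut at about 38% in these data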;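 further: cells cotransfected with COUP-TFII expression vector driving the NGFI-A reporter; 0% = median of COUP-TF2 test wells and 100% = reporter-only cells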
ABHD5 PLIN5 PPI: inhibitors of human ABHD5-perilipin-5 interaction. inhibition, % at 4 µM. Split G. princeps luciferase complementation, luminescence, 4 h. AID 602281. 0.78% of 360,000 active;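 active means inhibition above the mean inhibition across every tested compound plus 3 SD, cut at about 22% in these data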;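 further: 0% = DMSO only wells and the 100% control is not disclosed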
NCOA1 inh: inhibitors of human steroid receptor coactivator 1 (SRC1) | 0.12% of 360,000 active | inhibition, % at 3.6 µM | HEK293 GAL4-SRC1 luciferase reporter, luminescence | AID 588354;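 active means inhibition above the campaign mean plus 3 SD, with each screening campaign given its own cutoff, cut at about 60% in these data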;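 further: 0% = DMSO treated cells and 100% = gossypol at 36 µM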
TLR9-MyD88 inh: blocks human TLR9 binding to MyD88. 0.21% of 340,000 active. AID 504734. Q9NR96+Q99836. CHO BLA complementation TLR9-MyD88, CCF4 FRET ratio. inhibition, % at 4.98 µM;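 active means inhibition above the mean over all tested compounds plus 3 SD, cut at about 21% in these data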;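 further: 0% = DMSO only wells and 100% = clavulanate BLA inhibitor control wells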
TWEAK Fn14 block: TWEAK-Fn14 signaling inhibition | TWEAK-stimulated Fn14 reporter cells, luciferase luminescence, 8 h | inhibition, % at 10 µM | 2% of 360,000 active; in the data active means inhibition above about 50%
NCOA3 inh: inhibitors of human steroid receptor coactivator 3 (SRC3) | inhibition, % at 3.6 µM | 0.17% of 360,000 active | AID 588352 | HEK293 GAL4-SRC3 luciferase reporter, luminescence | Q9Y6Q9;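 active means inhibition above a per-campaign cutoff, the mean of all compounds plus 3 SD, cut at about 60% in these data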;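 further: 0% = DMSO-treated cells and 100% = gossypol-treated cells at 36 µM; higher means less SRC3-driven luciferase light from the GAL4 reporter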
Target sequence (Q9Y6Q9 whole entry, looked up, the tested form may be a part): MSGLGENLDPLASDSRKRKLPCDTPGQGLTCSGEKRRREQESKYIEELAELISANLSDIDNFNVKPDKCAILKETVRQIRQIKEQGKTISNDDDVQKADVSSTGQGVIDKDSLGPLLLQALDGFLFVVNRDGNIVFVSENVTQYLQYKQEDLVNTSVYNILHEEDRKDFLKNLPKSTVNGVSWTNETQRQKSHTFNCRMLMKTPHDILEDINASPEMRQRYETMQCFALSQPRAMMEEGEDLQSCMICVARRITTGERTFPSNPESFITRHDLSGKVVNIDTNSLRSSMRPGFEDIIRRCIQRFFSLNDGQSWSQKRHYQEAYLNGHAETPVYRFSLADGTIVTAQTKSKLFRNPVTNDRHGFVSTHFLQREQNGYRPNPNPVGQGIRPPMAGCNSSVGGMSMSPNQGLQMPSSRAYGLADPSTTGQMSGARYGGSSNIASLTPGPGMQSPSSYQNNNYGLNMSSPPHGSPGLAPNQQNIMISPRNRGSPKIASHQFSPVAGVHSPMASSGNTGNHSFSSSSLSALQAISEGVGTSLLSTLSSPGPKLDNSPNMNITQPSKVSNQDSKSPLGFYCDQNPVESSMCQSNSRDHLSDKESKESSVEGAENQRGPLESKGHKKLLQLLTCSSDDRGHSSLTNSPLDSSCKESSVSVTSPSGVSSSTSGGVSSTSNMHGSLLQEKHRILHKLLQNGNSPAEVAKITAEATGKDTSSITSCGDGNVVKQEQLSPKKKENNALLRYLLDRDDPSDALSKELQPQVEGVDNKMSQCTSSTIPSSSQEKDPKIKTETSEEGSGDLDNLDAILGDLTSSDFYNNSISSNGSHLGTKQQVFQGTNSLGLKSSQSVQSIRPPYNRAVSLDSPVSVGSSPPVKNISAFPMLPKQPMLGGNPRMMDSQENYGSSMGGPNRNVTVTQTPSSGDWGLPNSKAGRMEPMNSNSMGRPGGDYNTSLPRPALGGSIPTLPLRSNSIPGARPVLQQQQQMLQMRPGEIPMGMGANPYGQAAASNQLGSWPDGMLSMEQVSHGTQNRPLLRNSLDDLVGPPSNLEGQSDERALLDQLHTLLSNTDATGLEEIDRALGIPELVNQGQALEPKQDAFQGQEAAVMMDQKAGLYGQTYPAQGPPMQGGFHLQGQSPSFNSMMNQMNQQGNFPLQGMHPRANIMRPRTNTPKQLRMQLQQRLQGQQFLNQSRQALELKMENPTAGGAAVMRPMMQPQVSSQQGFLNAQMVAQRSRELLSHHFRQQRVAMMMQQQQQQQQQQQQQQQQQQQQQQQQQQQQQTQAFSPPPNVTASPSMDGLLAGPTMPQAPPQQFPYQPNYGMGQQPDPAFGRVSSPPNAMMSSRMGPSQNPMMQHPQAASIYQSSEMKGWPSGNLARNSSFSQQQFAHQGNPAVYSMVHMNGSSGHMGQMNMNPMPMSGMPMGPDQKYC
NOD2 RIPK2 PPI: NOD2-RIPK2 protein interaction inhibition | O43353 | CHO BLA complementation NOD2-RIPK2, CCF4 ratio | inhibition, % at 4.98 µM | 0.38% of 360,000 active | AID 624267; in the data active means inhibition above about 21%;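 further: 0% = vehicle only and 100% = reference blocker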
NCOA2 inhibitor: human SRC2 (NCOA2) inhibition. Q15596. HEK293 GAL4-SRC2 luciferase reporter, luminescence. inhibition, % at 9 µM. 0.17% of 370,000 active;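 active means inhibition above the mean inhibition of all tested compounds plus 3 SD, set per campaign, cut at about 52% in these data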;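 further: 0% = DMSO treated cells and 100% = cells given Gossypol at 36 µM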
LRH-1 inv ag: inverse agonists of human LRH-1 (NR5A2); HEK293T StAR-luciferase reporter, LRH-1 transfected, 24 h; inhibition, % at 3.6 µM; 0.13% of 360,000 active; AID 602396;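 active means inhibition above the mean inhibition of all tested compounds plus 3 SD, cut at about 73% in these data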;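 further: 0% = DMSO wells and 100% = reporter-only cells lacking LRH-1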
* hit, by the source's call; nt = not tested or not shown. The list is partial; rates above refer to the full screens.

SMILES	TROY NFkB inh	Granule exo inh	NR2F2 inh	ABHD5 PLIN5 PPI	NCOA1 inh	TLR9-MyD88 inh	TWEAK Fn14 block	NCOA3 inh	NOD2 RIPK2 PPI	NCOA2 inhibitor	LRH-1 inv ag
CCOC(=O)C1=C(CN2CCCCCC2)NC(=O)NC1c1cccc([N+](=O)[O-])c1 (stereo not given)	33.7	4.7	-7.5	-0.1	1.3	-8.9	19.2	19.0	-2.1	3.4	5.6
COc1ccc(CC(=O)Nc2ccccc2-c2ccccc2)cc1OC	0.2	0.2	29.5	-1.1	-2.8	-2.7	2.6	15.9	-0.4	8.1	5.4
COc1ccc(C2C3=C(N=C4SCC(=O)N42)c2ccccc2CC3)cc1OC (stereo not given)	-13.1	-1.3	10.4	-17.6	8.7	4.0	11.3	-4.5	-0.8	-5.8	0.0
COc1ccc(Cl)cc1NC(=S)N1CCN(S(C)(=O)=O)CC1	4.8	2.0	-3.0	-4.0	1.5	-1.5	-0.9	19.1	9.4	-13.3	16.6
COc1ccc(N=C2S/C(=C\c3ccc(C)o3)C(=O)N2CC(C)C)cc1	11.3	9.0	-17.1	1.1	-7.9	-2.8	4.1	8.1	-7.2	-66.3	6.5
Cc1ccsc1/C=C/c1ccc2ccccc2n1	47.0	-4.6	-52.0	-1.0	-88.2	2.0	51.9*	-58.1	-4.7	-18.2	-72.3
CN(C)c1ccc(P(=O)(OCc2ccccc2)C(O)c2ccccc2F)cc1 (stereo not given)	-5.4	8.5	0.9	0.0	-6.0	-3.4	9.0	1.7	-1.1	9.5	-21.0
O=C(O)c1ccc2ncsc2c1	-3.5	3.4	-14.3	-4.2	-12.5	0.4	-7.4	5.3	5.7	-1.3	-6.0
COc1ccc(C2/C(=C(\O)c3cccc(OC)c3)C(=O)C(=O)N2c2ccccn2)cc1 (stereo not given)	-10.2	-0.4	10.8	-3.6	-3.0	3.4	-20.8	-21.4	-4.7	10.7	-13.1
Fc1ccc(C(CNC(=S)NC2CCCCC2)N2CCOCC2)cc1 (stereo not given)	-6.0	0.6	12.3	-4.6	-0.5	-3.7	1.2	1.9	-32.8	11.4	3.9
Cc1csc(-c2cnn(-c3ccccc3)c2NC(=O)c2ccc(C(F)(F)F)cc2)n1	2.6	-0.7	-2.5	-5.7	-24.9	-11.4	7.6	12.8	9.2	8.5	-7.1
COc1ccc(NC(=O)CSc2nnc(C3CC3)n2N)cc1	3.8	1.0	8.6	-9.4	-4.4	-3.2	-0.7	-3.5	-9.2	8.9	-4.0
CN1CCC(OC(=O)Cc2ccc(Cl)cc2)CC1	1.6	-14.3	-1.5	1.0	-2.1	3.0	7.2	7.7	-16.2	-4.0	-23.3
CC(C)Nc1nc(NCCOc2ccccc2Cl)c2sc(-c3ccccc3)cc2n1	6.1	58.1*	23.3	4.9	13.4	nt	43.0	12.6	-3.4	18.1	26.7
O=S(=O)(Cc1ccccc1Cl)NCCc1ccccc1	14.1	-1.9	-1.4	-3.8	5.2	-4.9	1.0	7.6	4.3	3.8	-9.3
O=C(O)c1csc(-c2cccc(Cl)c2)n1	-33.7	-1.1	6.5	5.5	10.0	5.3	-20.6	-11.3	3.0	17.2	-9.8
C=C1C(=O)[C@@]23[C@H](O)C[C@@H]4C(C)(C)CC[C@H](O)[C@]4(C)[C@@H]2C[C@H](O)[C@@H]1[C@H]3O	10.1	7.6	-16.8	80.2*	12.0	6.0	59.8*	-4.3	-4.8	50.0	26.9
Brc1ccc(N=C(c2ccccc2)c2ccncc2)cc1	-16.4	-1.1	-18.3	0.6	6.5	-1.1	9.1	10.9	-0.1	-19.8	2.6
CN(CC(=O)Nc1ccccc1)CC(=O)Nc1ccc(F)cc1	12.8	9.3	-19.3	2.3	-6.1	-3.5	-8.2	5.0	-11.4	1.4	2.5
O=S(=O)(NCc1ccccc1)NCc1ccccc1F	2.7	-8.2	11.9	1.9	-16.9	7.4	-5.8	8.3	7.7	-45.1	-10.7
CN(c1ccccc1)S(=O)(=O)c1ccc(C(=O)NCCc2ccccc2)cc1	-20.7	70.8*	8.6	-1.5	-0.3	2.8	-12.6	-9.8	-6.7	-4.2	-10.9
Oc1[nH]c2ccccc2c1OCc1ccncc1	8.9	-1.2	4.1	5.2	0.3	-3.5	5.2	-2.8	-1.8	8.6	-17.4
CC(=O)c1ccc(-c2cccc(-c3cc(=O)oc4ccc(C(C)(C)C)cc34)c2)cc1	-3.3	1.8	15.8	-0.3	3.8	-3.5	-13.6	16.6	1.1	-8.8	11.4
CCN1C(=O)[C@@H]2[C@@H]3CN(S(=O)(=O)c4ccc(C)cc4)[C@@H](c4ccccc4F)[C@@H]3C(=O)C[C@@H]2C1=O	0.2	-0.6	-4.5	-2.2	13.1	nt	-0.2	-1.6	-7.0	-23.8	-0.4

Single values from the results shown.
NOD2 RIPK2 PPI with CC(=O)c1ccc(-c2cccc(-c3cc(=O)oc4ccc(C(C)(C)C)cc34)c2)cc1 → 1.1
NCOA2 inhibitor with CCN1C(=O)[C@@H]2[C@@H]3CN(S(=O)(=O)c4ccc(C)cc4)[C@@H](c4ccccc4F)[C@@H]3C(=O)C[C@@H]2C1=O → -23.8

Next results:
SMILES	TROY NFkB inh	Granule exo inh	NR2F2 inh	ABHD5 PLIN5 PPI	NCOA1 inh	TLR9-MyD88 inh	TWEAK Fn14 block	NCOA3 inh	NOD2 RIPK2 PPI	NCOA2 inhibitor	LRH-1 inv ag
CCCCC(=O)Nc1ccc(Br)cn1	-18.8	-1.1	0.8	-0.4	-56.3	-4.7	-2.8	-16.2	-5.8	-20.6	-36.3
CN(CC(=O)Nc1cccc(F)c1)CC(=O)Nc1cccc(S(N)(=O)=O)c1	-1.2	-0.2	-1.0	0.8	4.1	-12.4	0.2	12.4	5.5	12.5	0.0
COc1ccccc1NC(=O)c1ccccc1-c1ccccc1C(=O)O	9.0	4.6	5.1	-5.8	-29.9	4.0	3.0	-10.4	2.4	19.6	-4.1
CCc1cc(C(=O)N2CCN(c3ncccn3)CC2)sc1C	-5.7	-8.3	14.2	-2.6	4.6	-6.0	1.4	0.1	-8.7	19.4	-10.3
O=C(COC(=O)COc1ccc(Br)cc1)NCc1ccccc1	2.1	-4.8	-8.4	6.2	-3.6	-3.6	2.7	22.7	2.2	0.5	-15.3
COc1cccc(Nc2nc(C)cc(C)c2C(N)=O)c1	-11.3	-3.6	6.1	-2.9	5.0	2.1	-0.8	-9.0	-5.5	-19.3	4.5
CC(C)C(=O)Nc1ccc2oc(=O)ccc2c1	6.3	2.1	7.7	4.5	-0.9	7.3	2.7	-3.8	0.5	-23.0	7.7
C(#CSCc1ccccc1)SCc1ccccc1	-62.0	-2.7	1.6	-0.8	3.6	10.1	-10.0	5.9	-3.5	-15.2	0.9
CCOc1ccc(C(=O)NC(=S)Nc2cccc(S(=O)(=O)NC3=NCCC3)c2)cc1	-25.5	11.6	-12.8	1.3	-2.5	-1.8	4.9	0.1	12.3	-5.0	25.3
O=C(O)c1cccc(N/N=C/C2=C(Cl)c3cc(Cl)ccc3SC2)c1	-61.3	0.0	-42.6	-2.0	-157.4	9.9	-16.6	-137.8	0.5	-33.9	-229.1
CCC(CC)NC(=O)c1cc([N+](=O)[O-])ccc1N1CCOCC1	4.5	-0.6	8.1	3.8	-18.3	4.3	10.7	8.3	-10.2	1.5	7.4
COc1ccc(NC2=Nc3ccccc3N[C@@]23C[C@H]2CCCC(=O)N4CC[C@@H](C3)[C@@H]24)cc1	-29.4	-0.4	-1.6	0.4	-22.6	2.7	-4.2	1.4	4.5	-28.8	-36.5

Next part; the last three above are carried over.
SMILES	TROY NFkB inh	Granule exo inh	NR2F2 inh	ABHD5 PLIN5 PPI	NCOA1 inh	TLR9-MyD88 inh	TWEAK Fn14 block	NCOA3 inh	NOD2 RIPK2 PPI	NCOA2 inhibitor	LRH-1 inv ag
O=C(O)c1cccc(N/N=C/C2=C(Cl)c3cc(Cl)ccc3SC2)c1	-61.3	0.0	-42.6	-2.0	-157.4	9.9	-16.6	-137.8	0.5	-33.9	-229.1
CCC(CC)NC(=O)c1cc([N+](=O)[O-])ccc1N1CCOCC1	4.5	-0.6	8.1	3.8	-18.3	4.3	10.7	8.3	-10.2	1.5	7.4
COc1ccc(NC2=Nc3ccccc3N[C@@]23C[C@H]2CCCC(=O)N4CC[C@@H](C3)[C@@H]24)cc1	-29.4	-0.4	-1.6	0.4	-22.6	2.7	-4.2	1.4	4.5	-28.8	-36.5
CCc1cc2cccc(C)c2nc1SCC(=O)Nc1nonc1C	-15.9	0.4	-9.7	1.2	-11.4	2.5	8.8	7.7	1.2	7.1	-5.5
CC(Oc1ccc(F)cc1)C(=O)Oc1ccc(N(C)S(=O)(=O)c2ccccc2)cc1 (stereo not given)	1.0	-0.5	14.4	2.5	-6.2	-1.0	9.0	11.3	-1.6	-11.4	-0.3
COc1cc(C(=O)Nc2cccc(C(C)=O)c2)cc(OC)c1OC	-11.1	-1.1	-4.6	1.3	6.3	-9.0	4.6	10.1	-15.0	0.9	10.0
O=[N+]([O-])c1ccc(O)c(CNCc2ccccc2)c1	4.5	-4.5	8.7	0.3	-2.2	-13.2	-13.4	-5.3	-3.2	24.3	-10.3
CC(=O)N1CCN(C(=O)C(Cc2ccccc2)NC(=O)c2ccccc2)CC1 (stereo not given)	-6.7	0.8	-10.1	1.1	-6.4	-2.9	2.9	-5.3	-3.2	-6.7	-18.9
CCCCc1c(C)nn(-c2nnc3c4ccccc4n(CC)c3n2)c1C	9.6	-0.1	-8.7	3.6	-19.3	12.0	7.3	-0.5	3.3	4.4	2.1
CCOc1ccc(NC(=O)CSc2nnc(N)s2)c([N+](=O)[O-])c1	-5.0	-2.2	-25.3	-1.2	-5.7	2.9	-9.6	-6.1	-18.1	3.2	-7.7
O=C(O)CCC(=O)N(Cc1ccco1)c1nc(-c2ccccc2)cs1	-2.1	-2.5	9.2	3.5	-9.3	-1.4	5.2	-11.9	-7.2	-13.3	-15.1
COc1ccc(S(=O)(=O)Nc2nc3ccccc3s2)cc1	-6.6	-0.8	2.0	0.7	-14.0	-2.4	-11.9	-0.7	-4.9	1.2	0.2
Cc1ccc2[nH]cc(CCNC(=O)/C=C/c3ccco3)c2c1	5.2	3.3	-14.1	-1.1	-7.1	-11.7	-0.4	6.1	1.8	-19.1	-2.6
COCCNC(=S)N1CCC(NC(=O)Nc2ccc(C)cc2)CC1	-12.3	-2.9	-5.2	-1.6	3.7	-10.9	3.1	-0.3	-5.0	2.6	7.7
CC(=O)Nc1ccc(S(=O)(=O)NCCC(=O)NC2CCCCCC2)cc1	-8.2	-4.7	2.7	7.9	7.7	-6.0	2.9	-4.9	-17.2	-9.7	-7.5
O=C(Nc1ccc2ncccc2c1)c1cc(Cl)ccc1Cl	-11.1	5.1	-11.2	3.4	-31.1	2.0	16.6	-13.5	-3.1	-1.8	-67.5
CCN(C(=O)COc1ccc(N(C)S(=O)(=O)c2ccc(NC(C)=O)cc2)cc1)C1CCCCC1	9.5	18.8	0.1	-2.9	-19.2	-3.9	-9.3	-1.1	-2.9	-26.2	8.5
CC(C)NC(=O)c1ccccc1NC(=O)CS(=O)(=O)Cc1ccccc1	-3.7	-3.1	-10.1	2.6	-0.4	3.0	0.5	8.2	-4.1	-4.1	10.9
O=C(NN1CCCCCC1)c1ccccc1F	10.1	-3.0	-3.4	-1.1	-10.3	-4.8	-0.7	-8.9	5.7	-8.2	-2.6
